From PubChem
HePTP inhibitor = inhibitors of human HePTP phosphatase, primary screen, biochemical, absorbance, leukemia target. AID 521, 2006. 110,000 tested, 0.64% active. inhibition, % at 20 µM. recombinant HePTP phosphatase activity, OD absorbance. Tyrosine-protein phosphatase non-receptor type 7 (Homo sapiens), P35236; in the data active = inhibition above about 50%;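 note: plate controls were vehicle for no effect and reference inhibitor for full effect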
Target sequence (P35236 whole entry, looked up): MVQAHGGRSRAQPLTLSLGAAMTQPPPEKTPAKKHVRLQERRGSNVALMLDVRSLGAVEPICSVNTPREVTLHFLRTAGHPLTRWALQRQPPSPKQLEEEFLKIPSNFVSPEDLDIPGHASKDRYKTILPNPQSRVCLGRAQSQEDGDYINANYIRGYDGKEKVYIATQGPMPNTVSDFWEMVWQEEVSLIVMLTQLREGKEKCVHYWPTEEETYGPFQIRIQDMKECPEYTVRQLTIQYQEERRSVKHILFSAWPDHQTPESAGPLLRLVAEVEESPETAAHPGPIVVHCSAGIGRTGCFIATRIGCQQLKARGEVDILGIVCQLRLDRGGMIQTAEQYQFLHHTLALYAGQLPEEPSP
BAP1 block = inhibitors of BAP1 deubiquitinase, primary screen, biochemical, Ub-AMC fluorescence, kinetic; Ubiquitin carboxyl-terminal hydrolase BAP1 (Homo sapiens), Q92560; recombinant BAP1, Ub-AMC hydrolysis fluorescence kinetic; stronger effect = lower value; activity remaining (% of control), % at 20 µM; 72,000 tested, 0.48% active;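 active = activity remaining at or below 50% of control, provided the compound also passes the data quality filters; inactive = the rest, including low values that fail the filters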;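 note: 100% = DMSO wells rate and 0% = substrate alone blank rate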
Target sequence (Q92560 whole entry, looked up): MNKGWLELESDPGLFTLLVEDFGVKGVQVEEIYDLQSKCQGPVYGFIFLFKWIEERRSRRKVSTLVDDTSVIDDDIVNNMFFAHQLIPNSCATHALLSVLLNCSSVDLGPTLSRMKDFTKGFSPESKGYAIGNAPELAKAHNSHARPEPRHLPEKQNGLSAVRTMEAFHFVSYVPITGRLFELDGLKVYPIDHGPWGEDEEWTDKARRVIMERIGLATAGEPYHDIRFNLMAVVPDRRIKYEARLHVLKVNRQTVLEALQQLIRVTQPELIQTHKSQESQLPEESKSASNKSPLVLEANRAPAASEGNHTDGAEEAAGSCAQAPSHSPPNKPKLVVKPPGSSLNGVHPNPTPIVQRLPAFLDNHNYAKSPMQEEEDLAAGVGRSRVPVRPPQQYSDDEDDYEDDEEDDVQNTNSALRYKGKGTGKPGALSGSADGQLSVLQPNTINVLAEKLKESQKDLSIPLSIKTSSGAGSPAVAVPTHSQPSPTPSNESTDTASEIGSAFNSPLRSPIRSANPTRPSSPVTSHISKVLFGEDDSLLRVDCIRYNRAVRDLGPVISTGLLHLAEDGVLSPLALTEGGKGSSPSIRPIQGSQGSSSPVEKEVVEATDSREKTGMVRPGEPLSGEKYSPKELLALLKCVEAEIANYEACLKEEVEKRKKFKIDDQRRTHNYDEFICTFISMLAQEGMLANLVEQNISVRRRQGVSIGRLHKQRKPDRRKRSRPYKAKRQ
* marks the source's active call; other numbers are inactive results; nt = no result given; & = joins results of further samples.

SMILES	HePTP inhibitor	BAP1 block
Nc1nnc(SCC(=O)N2CCc3ccccc32)n1-c1ccccc1	14	66
CCOC(=O)C1=C(C)N(c2ccccc2)C(=O)/C1=C\c1cccc([N+](=O)[O-])c1	-2	nt
CCn1c2ccccc2c2nnc(NN)nc21	4	nt
COc1ccc2c(c1OC)C(=O)OC2Nc1ccc(C)cc1 (centres undefined)	2	nt
CCOc1ccc(N(CC(=O)NCCSCc2ccc(C)cc2)S(C)(=O)=O)cc1	6	nt
CCOC(=O)c1[nH]c(C)c(C(=O)N2CCN(c3ccc(F)cc3)CC2)c1C	-3	86
Cc1ccc(OCCn2cc(C=C3C(=O)NC(=O)NC3=O)c3ccccc32)cc1C	10	nt
O=C1C2C(C(=O)N1c1ccccc1Cl)C1C=CC2C12CC2 (centres undefined)	-10	nt
COc1ccccc1N1CCN(/N=C/c2ccc(Br)s2)CC1	8	nt
O=S(=O)(c1ccccc1)c1nc(-c2cccs2)oc1NCC1CCCO1 (centres undefined)	-10	93
CCN(CC)c1ccc(C(=O)N2CCN(c3ccccc3OC)CC2)cc1	13	nt
CC(=O)c1cccc(NC(=O)c2ccc(Br)o2)c1	-8	72
COc1ccccc1NCCC(=O)c1ccccc1	-10	nt
Cc1ccc(C2C=C(c3ccccc3OC(F)F)Nc3ncnn32)cc1 (centres undefined)	2	97
Cc1cc(Nc2ccccc2)n(CCC#N)n1	-5	102
CCOC(=O)c1cc([N+](=O)[O-])sc1NC(=O)c1ccc(Oc2ccccc2)cc1	nt	116
CC(=O)c1cccc(NS(=O)(=O)N(C)C)c1	10	72
Cc1nnc(SCC(=O)N2c3ccccc3Sc3ccccc32)n1N	4	104
COc1ccc(/C(C)=N\NC(=O)COc2cccc(Cl)c2)cc1OC	10	nt
N#CC(c1ccc(O)cc1)N1CCCCC1 (centres undefined)	-1	nt
O=C(NC1CCCCC1)Sc1ccc(Cl)cc1	-9	94
O=C(CCn1nc(-c2ccc(Cl)cc2)ccc1=O)NCc1ccccn1	7	91
CN(C)c1ccc(NC(=O)CN2CCN(S(=O)(=O)c3cc(Cl)ccc3Cl)CC2)cc1	-3	90
Cc1ccc(-c2nc3ccc(C)cn3c2NC(=O)c2ccccc2)cc1	-8	nt
NC(=O)COC(=O)C(Cc1ccccc1)NS(=O)(=O)c1ccccc1F (centres undefined)	12	99
Following part
SMILES	HePTP inhibitor	BAP1 block
Cc1ccccc1N(CC(=O)N1CCOCC1)S(C)(=O)=O	5	nt
CCn1c(=O)c2ccccc2n2c(SCC(=O)N3CCCc4ccccc43)nnc12	4	94
Cc1cc(S(=O)(=O)NCCc2ccccc2)c(C)s1	8	104
O=C1CCc2cc(S(=O)(=O)N3CCC(C(=O)NCc4ccccn4)CC3)ccc2N1	13	108
Cn1c(SCC(=O)NCc2ccc3c(c2)OCO3)nnc1-c1c[nH]c2ccccc12	6	90
O=C(NCc1cccnc1)c1cn(CCc2ccccc2)nn1	10	105
CC(=O)CC(=O)Nc1ccnn1-c1ccccc1	-1	nt
CCc1ccc(S(=O)(=O)N=Nc2c(O)[nH]c3ccccc23)cc1	1	nt
CC12CS(=O)(=O)CC1SC(=S)N2c1ccccc1 (centres undefined)	3	nt
Cc1cc(C)c(C#N)c(SCc2ccccc2C(=O)O)n1	8	90
O=C(CN1C(=O)COc2ccc(Cl)cc21)N1CCc2ccccc21	16	nt
Clc1ccc(SCCn2ccnc2)cc1	2	112
COc1ccc2nc(C(=O)O)sc2c1	nt	67
Cc1cccc(C(=O)Nc2nnc(CCc3ccccc3)s2)c1	nt	111
CCOC(=O)C(CC)Sc1nc2c(c(=O)[nH]c(=O)n2C)n1C/C=C(/C)Cl (centres undefined)	7	83
Cc1c(-c2ccccc2)nc2ccccc2c1C(=O)O	5	111
Cn1c(SCCSc2nnc(-c3ccccc3)n2C)nnc1-c1ccccc1	4	79
CCOC(=O)c1[nH]c(C)c(C(=O)N2CCN(c3ccccc3)CC2)c1C	6	92
Cc1ccc(-c2nc(N/N=C/c3ccc([N+](=O)[O-])cc3)c3ccccc3n2)cc1	-9	nt
Cc1cccc2cc(C#N)c(NCCCn3ccnc3)nc12	-3	nt
O=C(Nc1ccc(F)cc1F)N1CCN(Cc2ccc3c(c2)OCO3)CC1	5	nt
COc1ccc(-c2cc(C(F)(F)F)n3nc(C(=O)N4CCN(C)CC4)cc3n2)cc1	-19	nt
COc1cc2c(cc1NC(=O)c1ccccc1OC)oc1ccccc12	-10	nt
CCOC(=O)c1ccc(NC(=O)CC2OCCN(CC)C2=O)cc1 (centres undefined)	9	79
CSc1nc(SCC(N)=O)c2c3c(sc2n1)CN(C)CC3	1	nt

17 consecutive compounds from above:
SMILES	HePTP inhibitor	BAP1 block
Cc1ccccc1N(CC(=O)N1CCOCC1)S(C)(=O)=O	5	nt
CCn1c(=O)c2ccccc2n2c(SCC(=O)N3CCCc4ccccc43)nnc12	4	94
Cc1cc(S(=O)(=O)NCCc2ccccc2)c(C)s1	8	104
O=C1CCc2cc(S(=O)(=O)N3CCC(C(=O)NCc4ccccn4)CC3)ccc2N1	13	108
Cn1c(SCC(=O)NCc2ccc3c(c2)OCO3)nnc1-c1c[nH]c2ccccc12	6	90
O=C(NCc1cccnc1)c1cn(CCc2ccccc2)nn1	10	105
CC(=O)CC(=O)Nc1ccnn1-c1ccccc1	-1	nt
CCc1ccc(S(=O)(=O)N=Nc2c(O)[nH]c3ccccc23)cc1	1	nt
CC12CS(=O)(=O)CC1SC(=S)N2c1ccccc1 (centres undefined)	3	nt
Cc1cc(C)c(C#N)c(SCc2ccccc2C(=O)O)n1	8	90
O=C(CN1C(=O)COc2ccc(Cl)cc21)N1CCc2ccccc21	16	nt
Clc1ccc(SCCn2ccnc2)cc1	2	112
COc1ccc2nc(C(=O)O)sc2c1	nt	67
Cc1cccc(C(=O)Nc2nnc(CCc3ccccc3)s2)c1	nt	111
CCOC(=O)C(CC)Sc1nc2c(c(=O)[nH]c(=O)n2C)n1C/C=C(/C)Cl (centres undefined)	7	83
Cc1c(-c2ccccc2)nc2ccccc2c1C(=O)O	5	111
Cn1c(SCCSc2nnc(-c3ccccc3)n2C)nnc1-c1ccccc1	4	79

(further entries)
SMILES	HePTP inhibitor	BAP1 block
CCN(CC)c1ccc(NC(=O)COc2cc(C)c(Cl)c(C)c2)cc1	-10	nt
Cn1c(SCC(=O)N/N=C/c2ccccc2O)nc2ccccc21	-2	nt
O=C1NC(=S)N(c2cccc(Br)c2)C(=O)/C1=C\c1cc(Cl)ccc1O	6	nt
CCOCCCNc1ncnc2c1[nH]c1ccccc12	-4	79
OCc1ccc(-c2nn(Cc3ccccc3)c3ccccc23)o1	nt	83
COc1cc(NC(=O)CCCOc2ccc(Cl)cc2Cl)c2ncccc2c1	4	nt
CC(C)C(C(=O)Nc1ccc(I)cc1)N1C(=O)c2ccccc2C1=O (centres undefined)	nt	187
O=C1NC(=S)N(c2ccc(F)cc2)C(=O)/C1=C/c1ccc(-c2cccc(C(=O)O)c2)o1	44	nt
CC1=NN(c2ccccc2)C(=O)C1C=C1C(=O)NC(=S)NC1=O (centres undefined)	54*	nt
CCOc1cc(/C=c2\sc3nc4ccccc4n3c2=O)ccc1OC(C)c1ccccc1 (centres undefined)	9	nt
O=C(CCc1nc2ccccc2[nH]c1=O)OCc1ccc(S(=O)(=O)N2CCOCC2)cc1	28	148
CCn1c(NCc2cccc(OC)c2OC)nc2ccccc21	-5	126
O=C(Nc1ccccc1)OC1C2CCC1C(N1CCCCC1)CC2 (centres undefined)	10	90
CC(C)CCn1c(CN2CCN(c3cccc(Cl)c3)CC2)nc2c1c(=O)n(C)c(=O)n2C	2	94
CC(/C=N/NC(=O)C1CC1)c1ccccc1 (centres undefined)	1	nt
COc1cc(C)c(Cl)cc1S(=O)(=O)NCc1ccco1	10	131
CC1CN(C(=O)Nc2ccc3snnc3c2)c2ccccc21 (centres undefined)	7	106
COc1ccccc1CNS(=O)(=O)c1ccc2c(c1)oc(=O)n2C	-7	112
Oc1ccc(Br)cc1-c1cc(-c2ccccc2F)[nH]n1	10	nt
CCc1nc(C)cn1S(=O)(=O)c1cc(OC)c(C)cc1C	-1	99
CCCNC(=O)NC(=O)COC(=O)c1ccc(OC)c(S(=O)(=O)N2CCCc3ccccc32)c1	3	86
CCC(C)(C)NC(=O)C(c1ccc(C)o1)N(Cc1cccs1)C(=O)Cn1nnc2ccccc21 (centres undefined)	1	89
Nc1nc(-c2ccccc2Cl)cs1	-19	nt
C=CCNc1nc(N)c(C(=O)c2ccc3c(c2)OCO3)s1	-3	78
CCOc1cc(C(=O)N2CCN(c3ccc([N+](=O)[O-])cc3)CC2)cc(OCC)c1OCC	0	nt
Next section
SMILES	HePTP inhibitor	BAP1 block
COc1cccc(NC(=O)C2CC(=O)n3cnnc3S2)c1 (centres undefined)	8	124
COc1cc(CN2CCC(C(=O)NC3CCCC3)CC2)cc(OC)c1O	-19	112
CCOC(=O)C1CCCN(c2nc(C)nc3c2oc2ccccc23)C1 (centres undefined)	12	nt
CCCC(=O)Nc1ccc(NC(=O)COc2ccc3ccccc3c2)cc1	-3	nt
COc1ccc(C2=Nn3c(nnc3-c3ccccn3)SC2)cc1OC	9	71
O=C(N/N=C/c1cccc2ccccc12)c1cc(-c2cccc3ccccc23)n[nH]1	4	nt
NC(=O)CC1(CC(=O)O)CCCCC1	2	93
Cc1ccccc1-n1c(C)nc2ccccc21	4	95&89
Cn1c2c(c(=O)n(C)c1=O)C(NC(=O)c1ccco1)(C(F)(F)F)C(=O)N2 (centres undefined)	1	97
O=C1OC(Nc2ncccn2)(c2ccccc2)c2ccccc21 (centres undefined)	4	nt
COc1ccc(-c2noc(CSc3nc4ccccc4c(=O)n3-c3ccccc3)n2)cc1	-2	nt
O=C1CC2(CON=C2c2ccc(F)cc2)C(=O)N1c1ccc(F)cc1 (centres undefined)	2	91
COc1ccc(-n2nc3cc(C)c(N)c(Br)c3n2)cc1	11	100
O=C(Nc1ccc2snnc2c1)N1CCSCC1	-6	92
COc1ccccc1N=c1oc2cc(O)ccc2cc1C(N)=O	-4	60&119
Cc1cc2c(cc1C)NC(c1c(F)cccc1F)C1=C(CC(C)(C)CC1=O)N2 (centres undefined)	9	nt
COc1cccc(-c2nc(CS(=O)(=O)CC(=O)N3CCc4ccccc4C3)c(C)o2)c1	8	90
Oc1cc2c(cc1O)CN(C(=S)NCCc1ccc(Cl)cc1)CCC2	nt	79
Cc1nc(SCC(=O)OCN2C(=O)c3ccccc3C2=O)n[nH]1	-2	nt
CCOC(=O)c1ccc(Oc2nc(SC)nc(N(C)C)n2)cc1	7	95
COC(=O)c1ccccc1NC(=O)Nc1ccc(Cl)cc1Cl	5	nt
CCCCn1c(SCC(=O)NCc2cccs2)nc2c1c(=O)n(C)c(=O)n2C	9	102
O=C(O)c1cc(S(=O)(=O)N2CCCCCC2)ccc1Cl	0	85
CCOc1ccc(NC(=O)CN(c2ccc(F)cc2)S(=O)(=O)c2ccccc2)cc1	-1	nt
CC(=O)Nc1ccc(S(=O)(=O)N2c3ccccc3C(C)=CC2(C)C)cc1	5	nt
Next part.
SMILES	HePTP inhibitor	BAP1 block
C=CCN1C(=O)C(C)(C)Nc2ccccc21	9&-2	107
COc1cccc2cc(NC(=O)C3CCCCC3)c(=O)oc12	-3	nt
CC(C)(C)c1ccc(OCC(=O)NCCc2ccccc2)cc1	nt	114
COc1cc(C(=S)N2CCCCC2)ccc1OCC(=O)N1CCCC1	9	117
COC(=O)c1ccc(Oc2c(C)oc3c(CN4CCN(C)CC4)c(O)ccc3c2=O)cc1	5	947
CC(=O)NC1=NC(=O)/C(=C/c2cc(C)n(-c3ccc(NC(C)=O)cc3)c2C)S1	-2	nt
COc1ccc(OC)c(NC(=O)Cn2cccc2)c1	3	66
OCCCNCC(O)Cn1c2ccccc2c2ccccc21 (centres undefined)	-4	nt
O=C(Nc1cccc(F)c1)c1ccc(Cl)cc1Cl	4	nt
CSc1ccc(S(=O)(=O)N(CC(=O)Nc2ccc(Cl)cc2)c2ccc(C)cc2)cc1	5	nt
COC(=O)Nc1nc2c(s1)CCCC2	13	nt
COc1cc(/C=C2\SC(=Nc3cccc(Cl)c3C)NC2=O)cc(OC)c1OC	-10	nt
CCn1c(=O)cc(N2CCC3(CC2)OCCO3)[nH]c1=O	7	94
COc1ccc(C2C3=C(CC(C)(C)CC3=O)Oc3ncn(CCCn4ccnc4)c(=N)c32)cc1 (centres undefined)	9	99
NNC(=O)c1cc2ccccc2cc1NS(=O)(=O)c1ccccc1	-4	nt
Cc1ccc2c(Cl)c(C(=O)Nc3cccc(F)c3)sc2c1	5	nt
CC(C)CC(C1=C(O)CCCC1=O)C1=C(O)CCCC1=O	-7	99
Cc1cccc(NC(=O)C(C)Oc2ccccc2C)n1 (centres undefined)	-4	nt
O=C(O)C1[C@H]2C(=O)N(C3CCCC3)C[C@]23C=C[C@H]1O3 (some centres undefined)	-8	81
COc1ccc(C2C3=C(CCCC3=O)Nc3nc(SCc4ccccc4)nn32)cc1OC (centres undefined)	12	126
Cc1ccc(-c2nnn(CC(=O)Nc3ccc4nn(-c5ccccc5)nc4c3)n2)o1	8	nt
O=C(Cc1ccc([N+](=O)[O-])cc1)N/N=C/c1ccc(OC/C=C/Cl)cc1	11	nt
O=[N+]([O-])c1cc(Br)ccc1C1CC1	-5	nt
CCOC(=O)c1c(C)n(C)c2c1cc(OC(=O)COc1ccccc1)c1ccccc12	nt	77
CC12CC(NC(=O)N1c1cccc(C(=O)N3CCN(c4ccccn4)CC3)c1)c1ccccc1O2 (centres undefined)	3	96
O=C1OC(N2CCN(c3ccccn3)CC2)c2ccccc21 (centres undefined)	9	93
Cc1cc(Cl)ccc1OCC(=O)Nc1ccc(S(=O)(=O)Nc2onc(C)c2C)cc1	7	nt
CCOc1ccccc1N(C(=O)c1snc(C(N)=O)c1N)C(C(=O)NCCC(C)C)c1ccco1 (centres undefined)	6	122
